# uPA generation – inhibitors of cell surface uPA generation; 330,000 tested, 0.31% active; cell surface uPA generation assay, qHTS; Potency, µM (titrated, usually from 38.3 µM), without a hit: at the top dose activity change, negative = inhibition, usual class: inhibitors; active = well fitted inhibition curve with a large enough effect; inconclusive = small, poorly fitted or top-dose-only effect; inactive = no such curve, though single readings can be large or run the other way; tested in mouse RAW 264.7 cells; also: potency is read from the fitted curve at half-maximal effect; nearly all actives have a fitted effect of over 55% in size
# KCNH2 3.1 block – KCNH2 3.1 (human) potassium channel inhibition | U2OS KCNH2 3.1, thallium flux FluxOr; active compounds read low | activity change, % (tested at about 1.8 µM) | 340,000 tested, 0.95% active;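 active = maximum activity change below -70%; inconclusive = maximum activity change from -70% to -50%; inactive = maximum activity change above -50%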;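 also: thallium influx rate constant from kinetic fluorescence after stimulation buffer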
#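 Measured as rate of thallium-driven FluxOr signal in transduced U2OS cells carrying the 3.1 channel, read kinetically for 2 min upon stimulation; values are rate constants scaled to DMSO control wells.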
# Eya2 phos inh – inhibitors of human Eya2 phosphatase activity. recombinant Eya2, OMFP fluorescence dephosphorylation (OMFP is methylfluorescein phosphate). Potency, µM (top dose mostly 76.9 µM), without a hit: at the highest dose activity, negative = inhibition, usual class: inhibitors. 330,000 tested, 0.006% active. AID 488837; also: potency is read from the fitted curve at half-maximal effect
#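 Eya2 (0.2 uM) preincubated 10 min at ambient with compound, then OMFP substrate added at 50 uM; 10 min reaction in 50 mM HEPES pH 7.5, 50 mM NaCl, 5 uM MgCl2, 0.05% BSA, 1 mM DTT. Fluorescence read at Ex 485/Em 525 nm.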
# GALK inhibitor – galactokinase (human) inhibition. P51570. Purified GALK, Kinase-Glo residual ATP luminescence. Potency, µM (doses to about 57.5 µM), for inactives: at the highest dose activity change, negative = inhibition, hits mostly inhibitors. 270,000 tested, 0.007% active. AID 1868; also: potency is read from the fitted curve at half-maximal effect
#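 Luminescence from leftover ATP (Ultra-Glo luciferase/luciferin) served as read-out after a 1 h room-temperature reaction of 5 nM GALK with 35 uM ATP and 100 uM galactose.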
# hERG WT inh – blocks the wildtype human KCNH2 potassium channel; U2OS, BacMam KCNH2, thallium flux FluxOr; active compounds read low; 340,000 tested, 0.37% active; Q12809; AID 720551; activity change, % at 1.84 µM;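 active = maximum activity change below -70%; inconclusive = maximum activity change between -70% and -50%; inactive = maximum activity change above -50%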
#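 U2OS cells were transduced with wild-type KCNH2 virus (2.03 x 10^8 / mL) for 4 h at room temperature, then cultured overnight at 37 C. Thallium flux was read with FluxOr dye. Rate constants were normalized to DMSO controls.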
# PKM2 activator – increases activity of human pyruvate kinase M2. P14618. purified PKM2, Kinase-Glo ATP luminescence, activation; response scale: 0% is enzyme alone, no compound. Potency, µM (highest dose often 57.5 µM), for the others: at the top dose activation, usual class: activators. 260,000 tested, 0.34% active; also: potency is read from the fitted curve at half-maximal effect; nearly all actives have a fitted effect of over 55% in size
# Target sequence (P14618 whole entry, looked up): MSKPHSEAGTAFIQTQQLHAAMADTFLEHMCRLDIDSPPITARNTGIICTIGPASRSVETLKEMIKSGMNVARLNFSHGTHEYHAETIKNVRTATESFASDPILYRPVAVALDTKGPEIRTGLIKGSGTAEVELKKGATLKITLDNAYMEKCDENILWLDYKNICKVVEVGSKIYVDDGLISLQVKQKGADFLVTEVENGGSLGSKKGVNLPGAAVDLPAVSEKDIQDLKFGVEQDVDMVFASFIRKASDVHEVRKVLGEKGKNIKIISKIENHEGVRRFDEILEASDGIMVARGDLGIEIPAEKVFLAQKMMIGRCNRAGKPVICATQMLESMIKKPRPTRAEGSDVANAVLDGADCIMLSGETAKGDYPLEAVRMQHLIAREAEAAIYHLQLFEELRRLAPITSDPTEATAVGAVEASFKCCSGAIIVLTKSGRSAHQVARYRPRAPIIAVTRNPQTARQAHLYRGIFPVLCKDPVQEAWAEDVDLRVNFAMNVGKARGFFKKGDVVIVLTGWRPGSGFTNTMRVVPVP
#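 Purified hPK-M2 (>95%) run at intermediate activity with 0.1 mM ADP and 0.5 mM PEP in 50 mM imidazole pH 7.2, KCl, MgCl2; 1 h room temperature. ATP formed read by Kinase-Glo luminescence; normalized to uninhibited and no-enzyme controls.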
# USP2a inh – blocks human ubiquitin-specific protease USP2a; USP2 core, Ub-CHOP2 coupled fluorogenic reporter, 485/531; AID 463254; Potency, µM (highest dose often 38.3 µM), without a hit: top-dose activity change, negative = inhibition, hits mostly inhibitors; 330,000 tested, 0.01% active; O75604;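 also: potency is read from the fitted curve at half-maximal effect; plate controls were DMSO wells for no effect and full inhibition by NEM control for full effect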
# Target sequence (O75604 whole entry, looked up): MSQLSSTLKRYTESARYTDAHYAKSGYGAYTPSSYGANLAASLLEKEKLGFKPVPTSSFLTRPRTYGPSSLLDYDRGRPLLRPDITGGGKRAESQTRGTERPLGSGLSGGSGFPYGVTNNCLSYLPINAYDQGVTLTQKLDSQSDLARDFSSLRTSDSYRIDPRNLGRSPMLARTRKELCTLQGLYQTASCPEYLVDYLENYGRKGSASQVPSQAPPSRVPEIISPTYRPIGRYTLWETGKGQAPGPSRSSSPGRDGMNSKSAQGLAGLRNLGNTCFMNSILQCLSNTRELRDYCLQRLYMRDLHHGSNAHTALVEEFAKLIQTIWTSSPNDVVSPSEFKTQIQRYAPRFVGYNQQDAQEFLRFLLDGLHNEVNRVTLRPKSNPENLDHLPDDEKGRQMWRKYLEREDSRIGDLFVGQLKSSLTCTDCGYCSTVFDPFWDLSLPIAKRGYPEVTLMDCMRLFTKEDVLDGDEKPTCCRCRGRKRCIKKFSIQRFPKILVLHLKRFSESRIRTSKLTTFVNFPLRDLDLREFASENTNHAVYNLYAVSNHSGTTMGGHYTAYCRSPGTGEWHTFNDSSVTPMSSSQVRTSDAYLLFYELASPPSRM
#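 Deubiquitinase activity read as fluorescence (485/531 nm) after Ub-CHOP2 cleavage activates the enterokinase reporter on its substrate; USP2 core 10nM, Ub-CHOP2 and substrate 25nM each, 30min compound preincubation then 60min RT; data normalized to NEM, curves fitted.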
# FBPA coupling cs – coupling enzyme interference in Giardia aldolase counter-screen; coupling enzyme system counterscreen, AmpLite Red fluorescence; activity change, negative = inhibition, % at 58.2 µM, hits read low; 290,000 tested, 0.67% active; AID 2472; in the data active = activity change below about -30%
#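 Final compound at 57.5 uM, incubated 10 min at RT with coupling enzyme reagent (glyceraldehyde-3-phosphate), then 20 min with substrate and AmpLite Red detection. Fluorescence read at 525/598 nm; tests interference with the coupling assay, not aldolase inhibition.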
# BCR signal inh – inhibitors of chronic active B-cell receptor signaling; AID 493014; 340,000 tested, 0.05% active; ABC-DLBCL IkBa-CBG/CBR reporter, luminescence ratio, 4 h; Potency, µM (titrated, usually from 46.1 µM), inactives show at the top dose ratio change, negative = lower green/red ratio, hits mostly inhibitors; active = well fitted inhibition curve with a large enough effect in the signal ratio, with a control signal flat, not every such curve was filed as active; inconclusive = small, poorly fitted or top-dose-only effect, or effect the other way, or a change in a side signal; the % refers to the signal ratio;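 also: potency is read from the fitted curve at half-maximal effect; plate controls were basal doxycycline-induced cells for no effect and cells given 10 µM MG132 for full effect; MG132 reads +100%, hits lower the ratio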
#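 TMD8 ABC-DLBCL cells carrying doxycycline-inducible green luciferase fused to IkappaBalpha plus unfused red luciferase were exposed to compounds (up to 46 uM) for 4 hrs at 37C. Activity came from the overlap-corrected green/red luminescence ratio.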
# B2AR arrestin – beta2AR (human) beta-arrestin recruitment activity; P07550; beta-arrestin recruitment to beta2AR, cell-based reporter; Potency, µM (highest dose often 46.1 µM), without a hit: at the highest dose activation, most hits filed as activators; 330,000 tested, 0.02% active;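 also: potency is read from the fitted curve at half-maximal effect; 0% = DMSO controls and full agonism = EC100 isoproterenol or metaproterenol; nearly all actives have a fitted effect of over 65% in size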
# Giardia killer – Giardia lamblia killing | 340,000 tested, 0.15% active | activity change, % at 7.66 µM, hits read low | AID 540267 | Giardia lamblia trophozoite viability; in the data active = activity change below about -80%; inconclusive = between about -30% and that limit;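 also: parasites exposed to compound for two days anaerobically before the ATP read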
#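 Killing of trophozoites was scored by loss of ATP luminescence after a 48 hrs anaerobic exposure to compounds at 37 deg C, using 100 cells per well.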
# Active calls of the source: *; i = inactive; ? = inconclusive; · = no result given; & = joins results of further samples; [ ] = remark or other dose. Unless noted, calls follow the shape of the dose curve; as a rule, active = well fitted curve in the direction sought with a large enough effect; inconclusive = small, poorly fitted or top-dose-only effect, or another doubt; inactive = no such curve, though single readings can be large; an effect the other way counts as inactive or inconclusive. Unless noted, % is scaled to controls: 0 for no effect and ±100 for the full control effect.
SMILES,uPA generation,KCNH2 3.1 block,Eya2 phos inh,GALK inhibitor,hERG WT inh,PKM2 activator,USP2a inh,FBPA coupling cs,BCR signal inh,B2AR arrestin,Giardia killer
Cc1ccc(-c2ccc(=O)n(CC(=O)NCCCN3CCCCC3C)n2)cc1 (configuration not stated),-3%,5,-1%,-1%,34,3%,2%,3,4%,-0.2%,-7
CCOC(=O)c1cccc(NC(=O)CCNS(=O)(=O)c2cccc3nonc23)c1,2%,6,2%,-2%,2,0%,1%,0,-9%,-0.1%,9
Cc1cccc(Cc2nnc(CCC(=O)NCc3cn4ccccc4n3)o2)c1,0%,8,4%,0%,0,12%,2%,2,?,0.2%,-1
Cn1c(N)c(C(=O)COC(=O)/C=C/c2ccc(F)cc2)c(=O)n(C)c1=O,-3%,2,8%,·,0,·,0%,·,9%,0.0%,-11
Cc1cccc(CSc2ccc3nnc(-c4cccnc4)n3n2)c1,-19%,0,5%,1%,-9,16%,6%,0,-12%,-0.2%,-22
COc1ccc(N(CC(=O)Nc2c(C)n(C)n(-c3ccccc3)c2=O)S(=O)(=O)c2ccc(C)cc2)cc1,1%,3,5%,9%,0,1%,4%,14,?,3.0%,-8
CCCC(=O)NCc1nc2ccccc2n1CC(=O)c1ccccc1,-3%,-1,-4%,-1%,-2,·,1%,1,1%,0.3%,6
CCCc1nc(SCC(=O)N2CCc3ccccc32)c2c(=O)n(C)c(=O)n(C)c2n1,·,·,12%,1%,·,-2%,2%,0,?,0.4%,·
CC(=O)Nc1ccc(S(=O)(=O)N/N=C/c2ccc(C)o2)cc1,11%,-15,3%,-2%,-15,5%,2%,3,3%,0.1%,9
CCN(c1ccc(OC)cc1)S(=O)(=O)c1ccc2c(c1)CCN2C(=O)CCC(=O)O,-9%,-27,-15%,-3%,-5,-7%,0%,7,0%,0.1%,17
CCOC(=O)C(C(=O)OCC)C(C(=O)OCC)N1CCOCC1 (configuration not stated),4%,·,-9%,-2%,0,16%,1%,3,?,0.6%,7
CCOc1ccccc1C(=O)N1CCCCC1C (configuration not stated),1%,18,11%,1%,-6,0%,0%,0,-2%,0.3%,-6
COc1cc(/C=N/Nc2ncc(C(F)(F)F)cc2Cl)cc(OC)c1OC,?,16,-22%,0%,·,0%,0%,2,7%,0.0%,5
COc1ccc(OC)c(NC(=O)c2nc3ccccc3s2)c1,2%,-9,4%,5%,-1,2%,7%,-1,?,0.0%,-19
COC(=O)C1CCN(C(=O)C23CCC(C)(C(=O)O2)C3(C)C)CC1 (configuration not stated),0%,13,-2%,1%,-6,-6%,0%,0,?,-0.9%,7
CCOC(=O)C1CCCN(S(=O)(=O)c2c(C)c(C)cc(C)c2C)C1 (configuration not stated),4%,-40,-24%,1%,8,0%,1%,1,14%,0.4%,5
CCCCN(C(=O)C1CCCC1)c1c(N)n(CCC)c(=O)[nH]c1=O,8%,10,4%,·,-1,·,0%,·,0%,-0.3%,7
Cc1ccc(C)c(/C(O)=C2/C(=O)C(=O)N(CCN3CCOCC3)C2c2ccc(C)o2)c1 (configuration not stated),2%,-1,7%,2%,-5,-2%,-2%,0,-3%,-1.0%,-12
CCC1CC(C)(C(=O)Nc2ccc(S(N)(=O)=O)cc2)OC1=O (configuration not stated),1%,5,1%,0%,1,-13%,1%,5,-2%,-0.3%,1
CC(C)Oc1ccc(S(=O)(=O)N2CCOCC2)cc1NC(=O)c1cc([N+](=O)[O-])ccc1N1CCOCC1,6%,-5,11%,·,6,·,0%,·,-16%,-0.2%,7
CCN1C(=NCCc2cccnc2)N[C@@H](c2ccccc2)[C@H](C(=O)OC)[C@H]1C,-8%,-5,6%&-11%,·,-10,-1%&0%,1%&3%,4&-1,?,-0.2%&-0.3%,-9
COc1ccccc1NC(=O)CSc1sc2c(O)cc(=O)[nH]c2c1C#N,-2%,1,3%,-1%,-16,10%,-2%,-1,5%,-0.3%,2
COc1cc2ccccc2cc1C(=O)N(CCN(C)C)c1nc2c(C)cccc2s1,9%,-16,5%,0%,24,1%,3%,0,?,0.5%,-4
CN(C(=O)COC(=O)c1cccc(S(=O)(=O)N2CCOCC2)c1)C1CCS(=O)(=O)C1 (configuration not stated),-17%,-14,28%,·,7,·,2%,·,6%,0.1%,-2
Cc1ccccc1-c1cc(C(=O)NCc2ccc(OC(F)(F)F)cc2)n(CC2CC(c3cccnc3)=NO2)n1 (configuration not stated),3%,-2,12%,·,6,·,-5%,·,-1%,-0.1%,-11

# Among those listed so far, these contain two or more sulfur atoms:
SMILES,uPA generation,KCNH2 3.1 block,Eya2 phos inh,GALK inhibitor,hERG WT inh,PKM2 activator,USP2a inh,FBPA coupling cs,BCR signal inh,B2AR arrestin,Giardia killer
COc1ccccc1NC(=O)CSc1sc2c(O)cc(=O)[nH]c2c1C#N,-2%,1,3%,-1%,-16,10%,-2%,-1,5%,-0.3%,2
CN(C(=O)COC(=O)c1cccc(S(=O)(=O)N2CCOCC2)c1)C1CCS(=O)(=O)C1 (configuration not stated),-17%,-14,28%,·,7,·,2%,·,6%,0.1%,-2

# Further results
SMILES,uPA generation,KCNH2 3.1 block,Eya2 phos inh,GALK inhibitor,hERG WT inh,PKM2 activator,USP2a inh,FBPA coupling cs,BCR signal inh,B2AR arrestin,Giardia killer
COc1ccccc1NS(=O)(=O)c1cccc(C(=O)OCC(=O)NC2CC2)c1,3%,-13,10%,·,3,·,2%,·,0%,-0.3%,-1
O=[N+]([O-])c1ccccc1CS(=O)(=O)c1ccccc1,-19%,9,10%,·,12,·,4%,·,-3%,-1.2%,37[activator]
COc1ccccc1NC(=O)Cc1csc(N)n1,-7%,-2,10%,8%,-3,3%,-2%,2,-1%,0.0%,5
CCOc1ccc(N(CC(=O)N/N=C/c2cccnc2)S(C)(=O)=O)cc1,4%,14,2%,3%,i,-5%,2%,1,-2%,-0.2%,17
COCCn1nnnc1CN1CCN(C(=O)c2ccco2)CC1,-4%,-10,1%,-1%,13,-9%,2%,1,1%,-0.3%,3
CC(=O)N1c2ccc(S(=O)(=O)NCCC(=O)Nc3ncccc3C)cc2CC1C (configuration not stated),5%,19,6%,2%,0,·,0%,-1,-7%,0.1%,-9
O=C(NCCN1CCOCC1)/C(=C\c1ccccc1F)NC(=O)c1ccccc1,-2%,?,-9%,6%,-6,·,0%,·,3%,0.2%,-6
C[C@]12CCC(=O)CC1CCC1C2CC[C@@]2(C)C1CC[C@@]21CCO1 (some centres not stated),-7%,9,1%,·,-11,·,3%,2,1%,-0.8%,-3
Cc1cc(C)c(C(=O)NCCCN2CCOCC2)c(C)c1,4%,12,-2%,0%,-3,-2%,1%,-3,-1%,-0.2%,-18
COc1ccccc1CNC(=O)c1cc(=O)c2ccccc2o1,-1%,-2,0%,5%,-2,9%,0%,-3,?,0.1%,-4
CCOC(=O)C(=CNc1ccc(C(F)(F)F)cc1)C(=O)OCC,8%,0,-10%,-2%,4,0%,1%,-1,14%,0.6%,3
O=C(CN1CCN(c2ccccc2)CC1)Nc1ccccc1Sc1ccccc1,4%,-20,-7%,2%,-5,-1%,0%,1,4%,-0.5%,7
COc1ccc(/C=N/NC(=O)Cc2cccs2)cc1,13%,16,-9%,0%,-5,-1%,0%,-1,?,-0.2%,-12
Cc1ccc(C)c(OCc2cc(C(=O)N3CCN(C(=O)c4ccco4)CC3)no2)c1,1%,5,-4%,2%,-3,2%,-6%,·,0%,0.1%,-15
NC(=S)Nc1ccc2cn[nH]c2c1,3%,15,18%,1%,15,2%,2%,0,3%,-0.6%,1
O=[N+]([O-])c1ccc(Sc2cc[n+]([O-])c3ccccc23)c([N+](=O)[O-])c1,0%,-13,-17%,-1%,7,5%,4%,0,-1%,-0.1%,20
COc1ccc(NS(=O)(=O)c2ccc(C)c(C(=O)NC3CCN(Cc4ccccc4)CC3)c2)cc1,3%,-14,-27%,4%,40,3%,1%,0,0%,0.0%,1
COc1ccc(Cn2nnnc2C(c2ccc(N(C)C)cc2)N2CCC(C(N)=O)CC2)cc1 (configuration not stated),-2%,4,-14%,4%,0,-2%,-1%,1,-4%,0.0%,4
O=S(=O)(c1ccc(Cl)c(C(F)(F)F)c1)N1CCN(CC(O)COc2ccccc2F)CC1 (configuration not stated),-1%,-2,3%,-5%,19,·,4%,-1,1%,-0.3%,-10
CCC(C)(C)NC(=O)C(c1ccc(C)cc1)N(Cc1cccs1)C(=O)c1ccc2c(c1)OCCO2 (configuration not stated),0%,3,-16%,·,3,0%,-3%,-3,14%,-0.1%,-11
CCCC(=O)Nc1cc(-c2nn(C)c(=O)c3ccccc23)ccc1OC,-15%,-14,11%,5%,4,4%,2%,0,-15%,-0.5%,5
Cc1n[nH]c(=O)nc1NCc1ccccc1,4%,-4,12%,3%,8,2%,-1%,0,0%,-0.2%,-3
CCN1CCN(c2nc(Nc3ccc(NC(C)=O)cc3)nc(Nc3ccc(NC(C)=O)cc3)n2)CC1,4%,8,-4%,3%,3,2%,5%,0,-5%,-0.2%,-10
